Screening data as filed in PubChem BioAssay.
JMJD2A Tudor inh: qHTS Assay for Inhibitors of JMJD2A-Tudor Domain; AlphaScreen JMJD2A-Tudor / H3K4me3 peptide binding; Potency, µM (top dose mostly 114 µM), for the others: at the top dose activity change, negative = inhibition, most hits filed as inhibitors; 390,000 compounds, 4.4% hits; further: on the % scale 0 is the no-effect control and ±100 the full control effect; nearly all actives have a fitted effect of over 50% in size
HP1b chromo inh: HTS for Inhibitors of HP1-beta Chromodomain Interactions with Methylated Histone Tails. Chromobox protein homolog 1 (Homo sapiens), P83916. 390,000 compounds, 0.56% hits. Potency, µM (doses to about 114 µM), inactives show at the highest dose activity change, negative = inhibition, hits mostly inhibitors. AlphaScreen HP1-beta / biotin-H3K9me3 peptide binding; further: nearly all actives have a fitted effect of over 70% in size; inactives centre near 23
Target sequence (P83916 whole entry, looked up): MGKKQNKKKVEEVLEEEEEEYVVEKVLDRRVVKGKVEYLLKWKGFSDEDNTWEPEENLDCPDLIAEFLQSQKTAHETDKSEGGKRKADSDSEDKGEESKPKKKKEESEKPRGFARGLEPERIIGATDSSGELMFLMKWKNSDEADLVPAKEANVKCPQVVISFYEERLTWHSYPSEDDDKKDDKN
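Compound inhibition of the preformed complex between 50 nM HP1-beta and 50 nM biotinylated H3K9me3 peptide was read by AlphaScreen. Buffer was PBS pH 7.4 with 0.01% Tween-20. Incubations ran 30 min at room temperature, with 10 ug/mL donor/acceptor beads.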
RGS4 inh: Inhibitors of Regulator of G Protein Signaling (RGS) 4: qHTS. Transcreener GDP fluorescence polarization, RGS4-accelerated GTP hydrolysis. 390,000 compounds, 0.039% hits. Potency, µM (titrated, usually from 114 µM), for the others: at the top dose activity change, negative = inhibition, actives largely listed as inhibitors. Regulator of G-protein signaling 4 (Homo sapiens), P49798. AID 504845, 2011; further: on the % scale 0 is the no-effect control and ±100 the full control effect; nearly all actives have a fitted effect of over 75% in size; some results filed as inactive show a strong effect at the top dose
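MLSMR compounds (23 nl, pin-transferred) preincubated 10 min at room temperature with a 500nM (2x) first reagent, then RGS4 at 900nM (2x) plus Transcreener GDP mix added; fluorescence polarization (620/688 nm) read before and after 90 min at 30 °C.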
GLS inhibitor: qHTS for Inhibitors of Glutaminase (GLS); GLS enzymatic activity, qHTS titration; Potency, µM (highest dose often 45.5 µM), inactives show at the top dose activity change, negative = inhibition, usual class: inhibitors; 410,000 compounds, 0.21% hits; AID 624170, 2012; further: on the % scale 0 is the no-effect control and ±100 the full control effect
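Read-out is an Amplex red fluorescence increase coupled through glutamate oxidase and HRP, measured before and after 30 min room-temperature incubation. hKGA is in 45 mM KH2PO4 (pH 8.2) with 0.02% Tween-20; glutamine added as 1mM solution.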
rTrxR1 inhibitor: qHTS Assay for Inhibitors of Mammalian Selenoprotein Thioredoxin Reductase 1 (TrxR1): qHTS | Potency, µM (highest dose often 114 µM), for inactives: at the top dose activity change, negative = inhibition, actives largely listed as inhibitors | AID 588453, 2011 | 390,000 compounds, 1% hits | Thioredoxin reductase 1, cytoplasmic (Rattus norvegicus), O89049 | recombinant rTrxR1, NADPH fluorescence consumption, selenite substrate; further: on the % scale 0 is the no-effect control and ±100 the full control effect; nearly all actives have a fitted effect of over 65% in size
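Rat TrxR1 (90 nM in the dispensed reagent) was pre-reduced with 400 uM NADPH for 5 min at room temperature, then incubated with compound for 15 min. After 400 uM selenite was added, NADPH fluorescence (Ex 340/Em 450 nm) was followed for 8 min.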
ERG-DNA inh: qHTS for Small Molecule Inhibitors of the ERG Ets/DNA interaction | Transcriptional regulator ERG (Homo sapiens), P11308 | fluorescence polarization, His-ERG Ets domain / labelled DNA | Potency, µM (top dose mostly 76.9 µM), without a hit: top-dose FP activity, negative = inhibition, most hits filed as inhibitors | 370,000 compounds, 0.028% hits | AID 624246, 2012; active means well fitted inhibition curve with a large enough effect in the polarisation, with a control signal flat; inconclusive means small, poorly fitted or top-dose-only effect, or effect the other way, or a change in a side signal; inactive means no such curve, though single readings can be large or run the other way; the % refers to the polarisation;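 further: polarization taken with two DNA probes labelled with fluorescein and Texas red; % of control where 0% means no effect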
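His-tagged ERG Ets domain (1 uM in the protein solution; 300mM KCl, 50mM Tris-HCl, 1mM EDTA, 1mM DTT, pH 7.5) received compound, then a probe mix of 5 nM fluorescein-DNA and 100nM Texas-615-DNA. Fluorescence polarization was read for both dyes.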
Pin1 inh: qHTS Assay to Find Inhibitors of Pin1; Potency, µM (top dose mostly 115 µM), for the others: top-dose activity, negative = inhibition, usual class: inhibitors; 390,000 compounds, 0.009% hits; Peptidyl-prolyl cis-trans isomerase NIMA-interacting 1 (Homo sapiens), Q13526; Pin1 FP peptide displacement, HiFluor488, 10 min; active means well fitted inhibition curve with a large enough effect in the polarisation, with a control signal flat, not every such curve was filed as active; inconclusive means small, poorly fitted or top-dose-only effect, or effect the other way, or a change in a side signal; inactive means no such curve, though single readings can be large or run the other way; the % refers to the polarisation; further: on the % scale 0 is the no-effect control and ±100 the full control effect
Target sequence (Q13526 whole entry, looked up): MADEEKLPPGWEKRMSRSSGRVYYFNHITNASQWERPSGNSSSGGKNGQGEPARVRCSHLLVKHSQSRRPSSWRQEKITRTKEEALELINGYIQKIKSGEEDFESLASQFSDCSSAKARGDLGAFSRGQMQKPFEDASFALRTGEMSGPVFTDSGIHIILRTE
12-LOX inh: Primary qHTS assay for inhibitors of human arachidonate 12S-lipoxygenase (ALOX12): Round 2; 580,000 compounds, 1.1% hits; Potency, µM (doses to about 108 µM), inactives show at the top dose activity change, negative = inhibition, actives largely listed as inhibitors; Polyunsaturated fatty acid lipoxygenase ALOX12 (Homo sapiens), P18054; purified 12hLO, xylenol orange hydroperoxide absorbance; further: on the % scale 0 is the no-effect control and ±100 the full control effect
Target sequence (P18054 whole entry, looked up): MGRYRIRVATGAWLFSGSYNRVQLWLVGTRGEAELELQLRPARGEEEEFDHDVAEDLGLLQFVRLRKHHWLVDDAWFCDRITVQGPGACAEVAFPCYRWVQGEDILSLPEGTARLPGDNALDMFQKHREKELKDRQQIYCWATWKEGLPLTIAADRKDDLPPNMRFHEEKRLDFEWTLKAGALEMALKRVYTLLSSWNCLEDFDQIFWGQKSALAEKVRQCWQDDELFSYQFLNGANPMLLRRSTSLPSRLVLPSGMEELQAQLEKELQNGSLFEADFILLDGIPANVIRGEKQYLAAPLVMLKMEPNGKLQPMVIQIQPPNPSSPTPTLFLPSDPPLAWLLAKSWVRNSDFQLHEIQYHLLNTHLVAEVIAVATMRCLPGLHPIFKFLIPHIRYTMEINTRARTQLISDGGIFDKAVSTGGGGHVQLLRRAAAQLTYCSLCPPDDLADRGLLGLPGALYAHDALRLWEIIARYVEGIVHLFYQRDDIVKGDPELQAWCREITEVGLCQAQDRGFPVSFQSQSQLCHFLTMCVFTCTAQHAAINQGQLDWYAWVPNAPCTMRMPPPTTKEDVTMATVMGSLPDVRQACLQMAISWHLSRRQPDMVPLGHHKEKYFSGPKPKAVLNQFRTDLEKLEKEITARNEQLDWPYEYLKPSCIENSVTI
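Purified human 12hLO (150 nM final) in 25 mM Hepes, 0.01% Triton X-100, pH 7.0 was preincubated 15 min at room temperature with compound. Then 40 uM arachidonic acid was added, 30 min. Hydroperoxide was read by Fe-XO absorbance ratio 573/405 nm.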
Tb PGK inh: qHTS Assay to Find Inhibitors of Phosphoglycerate Kinase; Phosphoglycerate kinase, glycosomal (Trypanosoma brucei brucei), P07378; PGK/GAPDH coupled, Kinase-Glo luminescence, 60 min; Potency, µM (titrated, usually from 57.5 µM), for the others: at the highest dose activity change, negative = inhibition, actives largely listed as inhibitors; 380,000 compounds, 0.043% hits; AID 602233, 2012; further: on the % scale 0 is the no-effect control and ±100 the full control effect; nearly all actives have a fitted effect of over 60% in size
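Recombinant glycosomal PGK reaction used 1,3-bisphosphoglycerate generated in-well by GAPDH (100nM final) in 100mM TEA pH 7.6, 5mM MgCl2, 0.01% Tween-20. After 60 minutes at room temperature, ATP was read by Kinase-Glo Plus luminescence end-point.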
Numbers without * were called inactive; i = inactive; u = inconclusive; x = no result given; [ ] = remark or other dose. Unless noted, the call rests on the fitted dose curve; in most records, active means well fitted curve in the direction sought with a large enough effect; inconclusive means small, poorly fitted or top-dose-only effect, or another doubt; inactive means no such curve, though single readings can be large; an effect the other way counts as inactive or inconclusive. Potency means the concentration at half of the fitted maximal effect.

no.	molecule	JMJD2A Tudor inh	HP1b chromo inh	RGS4 inh	GLS inhibitor	rTrxR1 inhibitor
1	Cn1c(=O)c2c(ncn2CC(=O)OCc2ccccc2)n(C)c1=O	-9%	17%	-9%	1%	16%
2	COc1ccc(C)cc1NC(=S)N1CCOCC1	-19%	27%	-4%	3%	17%
3	COc1cc(/C=C(\C#N)c2nc(-c3cc4ccccc4oc3=O)cs2)ccc1O	-27%	-7%	-34%	3%	0%
4	O=C(CSc1cn(CCNC(=O)c2c(F)cccc2F)c2ccccc12)Nc1ccc(F)cc1	-11%	64%[activator]	-19%	4%	0%
5	Cc1cc(C(=O)OCC(=O)Nc2ccc(F)c(F)c2)c(C)o1	-13%	18%	19%	-2%	6%[57.1 µM]
6	NS(=O)(=O)c1ccc(Nc2ncccc2[N+](=O)[O-])cc1	-14%	7%	26%	8%	-3%
7	COc1ccc(CC(=O)OCC(=O)Nc2ccc3c(c2)OCO3)cc1OC	-1%	18%	-8%	-6%	20%[57.1 µM]
8	NS(=O)(=O)c1ccc(CNC(=O)c2cccc(S(=O)(=O)N3CCc4ccccc43)c2)cc1	-34%	1%	12%	2%	9%
9	CCOc1ccc(S(=O)(=O)N2CCCC(C(=O)NCc3ccncc3)C2)cc1 (stereo unspecified)	-10%	32%	-10%	-4%	2%
10	CCCSCCCNC(=O)c1cc2c(s1)CS(=O)(=O)C2	-17%	45%[activator]	10%	-2%	24%
11	O=C(N/N=C/c1cccnc1)c1cccc(NC(=O)c2ccc(Cl)cc2)c1	-28%	u	u	3%	9%
12	COc1ccccc1OCc1nnc(SCC(=O)c2cc(Cl)ccc2OC)o1	-17%	14%	-2%	5%	7%

no.	ERG-DNA inh	Pin1 inh	12-LOX inh	Tb PGK inh
1	7%	-6%	0%	-4%
2	-8%	-10%	0%	-3%
3	1%	37%[activator]	-3%	-7%
4	3%	8%	0%	-9%
5	-18%	0%	0%	-5%
6	-2%	-10%	-14%	0%
7	0%	-2%	-13%	-7%
8	-12%	-2%	35%[activator]	-5%
9	0%	3%	1%	i
10	x	0%	7%	x
11	7%	23%	x	-1%
12	3%	54%[activator]	0%	-5%

Next section (2 carried over from the part before).
no.	molecule	JMJD2A Tudor inh	HP1b chromo inh	RGS4 inh	GLS inhibitor	rTrxR1 inhibitor
11	O=C(N/N=C/c1cccnc1)c1cccc(NC(=O)c2ccc(Cl)cc2)c1	-28%	u	u	3%	9%
12	COc1ccccc1OCc1nnc(SCC(=O)c2cc(Cl)ccc2OC)o1	-17%	14%	-2%	5%	7%
13	COc1ccc(CCC(C)Nc2ccc(F)cc2)cc1 (stereo unspecified)	-35%	4%	5%	2%	10%
14	COc1cc(NC(=O)CN2C(=O)NC(C)(CCC(C)C)C2=O)cc(OC)c1 (stereo unspecified)	-13%	24%	3%	-1%	-3%
15	COc1ccc(/C=C/c2ccccc2)cc1C1C2C=CCCC2(C)C(=O)N1Cc1ccccc1 (stereo unspecified)	-26%	16%	-7%	x	-5%
16	CC1CCN(C(=O)CCN2C(=O)C3C4C=CC(C4)C3C2=O)CC1 (stereo unspecified)	-14%	16%	0%	0%	12%
17	Cc1cccc(-n2c(SC(C)C(=O)O)nc3sc4c(c3c2=O)CCCC4)c1 (stereo unspecified)	-1%	35%	8%	2%	11%
18	COc1ccc(NC(=O)CSc2nc(O)cc(=O)n2-c2ccccc2OC)cc1	-28%	29%	-26%	1%	2%[11.4 µM]
19	CC1(C)CC(NC(=O)COc2ccccc2Cl)CC(C)(C)N1	-6%	13%	-19%	2%	39%[activator]
20	Cc1cccc(NC(=O)c2cccc(S(=O)(=O)NCc3ccccc3)c2)n1	-17%	26%	-26%	0%	8%
21	COC(=O)c1cc2n(n1)CCN(Cc1ccccc1Cl)C2=O	-6%	42%[activator]	10%	4%	-6%
22	COc1ccc([C@H]2CC(=O)C=C(c3ccc(OC(F)(F)F)cc3)C2)cc1OC	-25%	33%	-3%	-3%	35%[activator]
23	CCC(C)NC(=O)C1c2ccccc2C(=O)N1Cc1ccccc1OC (stereo unspecified)	-12%	15%	31%	3%	10%
24	Cc1ccc(C)c(Cn2nnc3c(=O)[nH]c(C(=O)Nc4ccc(F)cc4)nc32)c1	-2%	30%	-40%	16%	10%[57.1 µM]

no.	ERG-DNA inh	Pin1 inh	12-LOX inh	Tb PGK inh
11	7%	23%	x	-1%
12	3%	54%[activator]	0%	-5%
13	-1%	-34%	u	0%
14	0%	-8%	51%	-3%
15	x	8%	x	x
16	0%	3%	0%	-6%
17	-2%	-2%	21%	-10%
18	-1%	34%[activator]	u	-5%
19	-5%	1%	-12%	x
20	4%	0%	u	-9%
21	4%	-8%	0%	5%
22	0%	u	-5%	9%
23	-6%	-16%	7%	-7%
24	-4%	-13%	-1%	1%

Single records, as listed above. Order of values: JMJD2A Tudor inh, HP1b chromo inh, RGS4 inh, GLS inhibitor, rTrxR1 inhibitor, ERG-DNA inh, Pin1 inh, 12-LOX inh, Tb PGK inh
Profile of `Cn1c(=O)c2c(ncn2CC(=O)OCc2ccccc2)n(C)c1=O` = -9%, 17%, -9%, 1%, 16%, 7%, -6%, 0%, -4%
Profile of `Cc1cccc(NC(=O)c2cccc(S(=O)(=O)NCc3ccccc3)c2)n1` = -17%, 26%, -26%, 0%, 8%, 4%, 0%, u, -9%
Profile of `Cc1cccc(-n2c(SC(C)C(=O)O)nc3sc4c(c3c2=O)CCCC4)c1` (stereo unspecified) = -1%, 35%, 8%, 2%, 11%, -2%, -2%, 21%, -10%

The results go on:
no.	molecule	JMJD2A Tudor inh	HP1b chromo inh	RGS4 inh	GLS inhibitor	rTrxR1 inhibitor
25	CCC1(C)Cc2ccccc2-c2nc(SC)[nH]c(=O)c21 (stereo unspecified)	-23%	-21%	7%	3%	-19%
26	CC(CC(=O)O)CC(=O)Nc1ccccc1C(=O)O (stereo unspecified)	-11%	41%	-16%	-1%	14%
27	COCCNC(=O)c1cnn2c(C(F)(F)F)cc(-c3ccc4c(c3)OCO4)nc12	-3%	28%	-22%	-3%	5%
28	COC(=O)CNC(=O)CCc1nnc(C2(c3ccc(Cl)cc3)CCC2)o1	-7%	25%	13%	1%	5%
29	CCN1CCN(C(c2cccs2)C(C)NC(=S)Nc2cc(C)ccc2C)CC1 (stereo unspecified)	-20%	50%[activator]	6%[56.9 µM]	0%	-12%
30	CCCOC(=O)NC1CCS(=O)(=O)C1 (stereo unspecified)	-5%[57.1 µM]	32%	6%[56.9 µM]	2%	-1%
31	COc1ccc(F)c(CN2CCCC(CO)(Cc3cccc(Cl)c3)C2)c1 (stereo unspecified)	0%	54%[activator]	-4%	-7%	17%
32	Cc1cc(C(=O)N/N=C/c2cccc([N+](=O)[O-])c2O)n[nH]1	50µM*	31%	8%	-11%	-7%
33	CC(C)(Oc1ccc(Cl)cc1)C(=O)Nc1cccc(S(=O)(=O)NC2=NCCC2)c1	2%	43%	-30%	-1%	-16%
34	COc1ccc(C(CNC(=O)c2cc(S(=O)(=O)Nc3cccc(C)c3)ccc2C)N2CCOCC2)cc1 (stereo unspecified)	-6%	27%	-3%	-8%	8%
35	CCN1CCOC(=O)C1CC(=O)Nc1cc(Cl)ccc1C (stereo unspecified)	-15%	16%	-46%	-13%	11µM*
36	CCCCCN1C(=O)Cn2c(nc3ccccc3c2=O)C1C (stereo unspecified)	-16%	61%[activator]	-26%	2%	20%
37	CC1(C)CC(C(CC(=O)Nc2nccs2)c2ccccc2)CCO1 (stereo unspecified)	-19%	5%	12%	-11%	2%
38	CN(CC(=O)Nc1ccc(Cl)c(C(F)(F)F)c1)C(=O)c1cccnc1Sc1ccccc1	-14%	13%	-2%	5%	8%
39	Cc1ccc2c(COC(=O)c3ccc(NC(=O)CC#N)cc3)cc(=O)oc2c1C	-4%	26%	10%	2%	9%

no.	ERG-DNA inh	Pin1 inh	12-LOX inh	Tb PGK inh
25	-4%	4%	-10%	-1%
26	-4%	-1%	-7%	-6%
27	-3%	u	-9%	-16%
28	-11%	0%	18%	-2%
29	-4%	5%	11%	5%
30	2%	2%	9%	21%
31	0%	8%	12%	i
32	-4%	u	-11%	x
33	6%	-7%	84%[activator]	-8%
34	9%	-1%	33%[activator]	-5%
35	-19%	1%	-20%	-4%
36	12%	1%	3%	-2%
37	3%	2%	-15%	x
38	2%	u	u	8%
39	-8%	31%[activator]	6%	1%

This is a subset; count on the stated rates, not on these rows.
